SDO1 yeast rescue – compounds rescuing growth of sdo1-depleted yeast, bone marrow failure model. S. cerevisiae sdo1-depleted JHY4D growth rescue, OD600 30 h; active compounds read high; pdr5 snq2 efflux-pump mutant strain. z-score at 10 µM. actives 0.21% (n = 140,000). AID 817;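 active means z-score above 3 at both the 24 hr and the 30 hr optical density reads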;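 further: z-score against mean and SD of all compound wells on the same plate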
Insulin prom inh – TRM-6 insulin promoter activity inhibition; TRM-6 cells (human fetal islet line), insulin promoter-eGFP reporter, imaging; reporter expression induced with tamoxifen; actives 0.9% (n = 130,000); AID 1273; inhibition, % at 2 µM;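 active means inhibition above the mean plus 3 SD, with well images judged a real hit on visual review, cut at about 60% in these data, passing the limit was not always enough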
SDO1 yeast rescue Rescue 24 h – second read-out of SDO1 yeast rescue, no call of its own (marks repeat the call); z-score; S. cerevisiae sdo1-depleted JHY4D growth rescue, OD600; measured here: growth rescue at 24 h;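 0 is the plate mean of compound wells and units are plate SD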
Numbers without * were called inactive; . = no result given; [ ] = another dose, or the depositor's remark. The list is partial; count on the stated rates, not on these rows.

The opening five entries, to show the layout:
Each structure is followed by: SDO1 yeast rescue | SDO1 yeast rescue Rescue 24 h | Insulin prom inh
- CN(C)C(=O)Oc1ccc2ccccc2c1Cl
    -0.14 | -0.56 | 13.9
- CCOC(=O)C1=C(N)OC2=C(C(=O)CCC2)C12C(=O)N1c3c(ccc(C)c32)C(C)=CC1(C)C (centres undefined)
    -0.68 | -0.65 | 14.8
- O=C1c2ccccc2C(=O)N1Cc1nc2ccccc2c(=O)n1-c1ccccn1
    -2.48 | -1.78 | -9.1
- CCCCn1c(O)c(C=Nc2c(C)n(C)n(-c3ccccc3)c2=O)c(=O)[nH]c1=O
    1.81 | 1.98 | .
- COCCOC(=O)c1c(N)n(Cc2ccc(OC)cc2)c2nc3ccccc3nc12
    -1.24 | -1.37 | .

All compounds of this part, previewed entries included:
Each structure is followed by: SDO1 yeast rescue | SDO1 yeast rescue Rescue 24 h | Insulin prom inh
- CN(C)C(=O)Oc1ccc2ccccc2c1Cl
    -0.14 | -0.56 | 13.9
- CCOC(=O)C1=C(N)OC2=C(C(=O)CCC2)C12C(=O)N1c3c(ccc(C)c32)C(C)=CC1(C)C (centres undefined)
    -0.68 | -0.65 | 14.8
- O=C1c2ccccc2C(=O)N1Cc1nc2ccccc2c(=O)n1-c1ccccn1
    -2.48 | -1.78 | -9.1
- CCCCn1c(O)c(C=Nc2c(C)n(C)n(-c3ccccc3)c2=O)c(=O)[nH]c1=O
    1.81 | 1.98 | .
- COCCOC(=O)c1c(N)n(Cc2ccc(OC)cc2)c2nc3ccccc3nc12
    -1.24 | -1.37 | .
- CCN(CC)CCN=Cc1c(O)n(CCC2=CCCCC2)c(=O)[nH]c1=O
    0.42 | -0.48 | 55.2
- CCN1CC2([N+](=O)[O-])CC=C(Cl)C([N+](=O)[O-])(C1)C2 (centres undefined)
    . | . | 0.0
- Nc1ccc([As](=O)(O)O)cc1
    0.32 | -0.09 | 14.3
- CCN(CC)CC(=O)Nc1ccc(Cl)cc1C(=O)c1ccccc1
    -0.4 | -0.59 | 46.0
- O=C(N/N=C/c1c(O)n(CCC2=CCCCC2)c(=O)[nH]c1=O)c1ccccc1
    1.02 | 0.24 | 35.5
- CC(C)OC(=O)c1c(N)n(Cc2ccco2)c2nc3ccccc3nc12
    -2.27[12 µM] | -1.93 | -33.3
- C=CCN1C(=O)NC(=O)C(Cc2ccc(OC)c(OC)c2)C1=O (centres undefined)
    0.9 | 0.7 | 53.4
- CC(C)OCCCNC(=O)c1c(N)n(CC2CCCO2)c2nc3ccccc3nc12 (centres undefined)
    -1.4 | -1.07 | 14.3
- CN(C)C(=O)Oc1ccc(Cl)c2ccccc12
    -0.9 | -0.88 | 0.0
- CCOc1cc(C2NCc3ccccc3-n3cccc32)ccc1O (centres undefined)
    0.89 | 0.14 | .
- CC1(C)CN=C(Nc2ccc(F)c(F)c2)S1
    0.04 | -0.71 | .
- Cc1c(C(=O)N2CCC3(CC2)OCCO3)sc2ncnc(N3CCc4ccccc4C3)c12
    . | . | 50.0
- CCC(CC)C(=O)NC1CCSC1=O (centres undefined)
    0.65 | 0.75 | 10.8
- O=C(c1ccc2nc3ccc(Cl)cc3c(=O)n2c1)N1CCC2(CC1)OCCO2
    . | . | -41.0
- COc1cc2[nH]c(=O)n(-c3ccccc3)c(=O)c2cc1OC
    0.21 | 0.09 | -380.0
- CC(C)CCC1(CN2CCCC2=O)C(=O)NC(=O)NC1=O
    0.99 | 0.99 | 8.6
- CC(C)Nc1nc(Cl)nc(NC(C)C)n1
    -0.04 | -1.04 | 31.0
- Cc1cc(C)n2nc(SCC(=O)N3CCC4(CC3)OCCO4)nc2n1
    0.94 | 1.04 | .
- O=C(c1ccc(Br)cc1)C12CN3CN(CN(C3)C1)C2
    . | . | -11.1
- N#CC(C#N)=Cc1ccc(-c2ccccc2)o1
    -0.16 | 0.32 | 0.0
- CC(C(=O)c1c[nH]c2ccccc12)N1CCc2ccccc2C1 (centres undefined)
    -0.34 | -0.77 | 6.2
- Cc1[nH]c2c(C(F)(F)F)cccc2c1CCN
    0.18 | -0.25 | 59.3
- CCC(=NCc1ccco1)c1c(O)[nH]c(=O)[nH]c1=O
    0.8 | 0.05 | -9.1
- O=C(Cn1c2c(c(-c3ccccc3Cl)cc1=O)CCC2)N1CCC2(CC1)OCCO2
    1.22 | 1.59 | 37.5
- CCOC(=O)C1C(=O)NC2(C)CC1c1cc(OC)ccc1O2 (centres undefined)
    1.14 | 0.95 | -6.1
- Cc1ccnc(-n2c(C)cc(C=C3C(=O)N(C)C(=S)N(C)C3=O)c2C)c1
    0.1 | -0.69 | .
- CCOC(=O)C1=C(C)OC(N)=C(C(=O)OC)C12C(=O)Nc1ccc(Br)cc12 (centres undefined)
    1.51 | 1.19 | .
- CCN1CCN(Cc2ccc(C)cc2C)CC1
    1.04 | 1.65 | 3.7
- CCc1ccc(C(=O)C23CN4CN(CN(C4)C2)C3)cc1
    -0.38 | -0.75 | -28.6
- Cn1c(O)c(C(=O)c2ccccc2)c(=O)n(C)c1=O
    -0.45 | -0.68 | -8.1
- Cc1cccc(C)c1NC(=O)CN(C)CC(=O)Nc1ccc(C#N)c(Cl)c1
    0.82 | 1.03 | 10.5
- C[C@H]1CCC[C@@H](O)CCC/C=C/c2cc(O)cc(O)c2C(=O)O1
    0.16 | -0.51 | 60.0
- O=[N+]([O-])c1ccc(C2C3C(c4ccccc4)=NC4(CCCCC4)N32)cc1 (centres undefined)
    -0.87 | -0.42 | 4.5
- CN1CCN(c2ccc(/C=C3\C(=O)NC(=S)N(c4cccc(Br)c4)C3=O)o2)CC1
    0.64 | -0.3 | -213.3
- C[C@H]1OC[C@@H](C[N+](C)(C)C)O1
    0.48 | 0.27 | 13.6
- O=C1NC(c2cc3ccccc3nc2Cl)Nc2ccccc21 (centres undefined)
    -0.36 | -0.49 | -8.3
- CCNc1ccc(P(=S)(N(C)C)N(C)C)cc1
    0.65 | 0.55 | -72.2
- Fc1ccc(Cn2nnnc2C(c2ccc(F)cc2)N2CC=C(c3ccc(F)cc3)CC2)cc1 (centres undefined)
    -0.06 | 0.23 | -13.3
- FC(F)(F)c1ccc2c(c1)NP(=S)(N1CCOCC1)c1nccn1-2 (centres undefined)
    1.86 | 0.05 | .
- CCCCCn1c(N)c(C(=O)NCCN2CCOCC2)c2nc3ccccc3nc21
    -0.41 | 0.06 | -22.2
- CC1(C)CC(=O)C(C=NCCN2CCN(C(=O)Cc3ccccc3)CC2)=C(O)C1
    0.95 | 1.57 | 6.1
- COc1cccc(N2C(=O)NC(=O)/C(=C/c3ccc4c5c(cccc35)CC4)C2=O)c1
    0.92 | 0.11 | 25.0
- O=[N+]([O-])c1cccc(C2N3CCCN23)c1 (centres undefined)
    . | . | -5.9
- N=C1C(c2ccccc2)=C(O)CN1Cc1ccco1
    -0.05 | -0.38 | .
- Fc1ccc2c(c1)nnn2C1CCN(Cc2ccccc2)CC1
    0.62 | -0.18 | .
- CC(=O)OC1(Cc2ccccc2)CN2CCC1c1ccccc12 (centres undefined)
    0.27 | 0.37 | 16.7
- CCN1C(=O)C(=C2C=C(C)OC(C)=C2)C(=O)N(CC)C1=S
    . | . | 0.0
- CCCCCCCSc1cc(OC)c(CCN(C)C)cc1OC
    -2.69 | -1.95 | 32.3
- Cc1cc(C)c(Cn2c(C(=O)O)c(C=O)c3ccccc32)c(C)c1
    . | . | 44.2
- Clc1ccc(CSC(Cn2ccnc2)c2ccc(Cl)cc2Cl)cc1 (centres undefined)
    -2.6 | -1.41 | -61.9
- O=C(c1cccc(N2CCCC2=O)c1)N1CCC2(CC1)OCCO2
    0.26 | 1.05 | 10.7
- COc1ccc(N2C(=O)CC(N3CCC(n4c(=O)[nH]c5ccccc54)CC3)C2=O)cc1 (centres undefined)
    1.48 | 1.82 | -26.7
- CC(=O)c1c(C)n(C2CCCCC2)c2ccc(O)cc12
    . | . | 55.6
- O=c1[nH]c(=S)n(C2CC2)c(O)c1/C=N/N1CCOCC1
    0.56 | -0.02 | 20.0
- COC(=O)[C@@]1(Cc2ccc(F)cc2)[C@H]2c3cc(C(=O)N(C)C)[nH]c3C[C@H]2CN1C(=O)c1ccccc1
    -0.27 | -0.16 | -236.4

One compound at a time, from the list above:
Profile of `N#CC(C#N)=Cc1ccc(-c2ccccc2)o1` = SDO1 yeast rescue = -0.16; SDO1 yeast rescue Rescue 24 h = 0.32; Insulin prom inh = 0.0
Profile of `CCc1ccc(C(=O)C23CN4CN(CN(C4)C2)C3)cc1` = SDO1 yeast rescue = -0.38; SDO1 yeast rescue Rescue 24 h = -0.75; Insulin prom inh = -28.6
Profile of `CC(C)OCCCNC(=O)c1c(N)n(CC2CCCO2)c2nc3ccccc3nc12` (centres undefined) = SDO1 yeast rescue = -1.4; SDO1 yeast rescue Rescue 24 h = -1.07; Insulin prom inh = 14.3

Further entries:
Each structure is followed by: SDO1 yeast rescue | SDO1 yeast rescue Rescue 24 h | Insulin prom inh
- Cn1cnc([N+](=O)[O-])c1Sc1ccc([N+](=O)[O-])cc1
    . | . | 14.3
- COc1cccc(N2CCN(Cc3cccc(Cl)c3)CC2)c1
    0.22 | -0.29 | .
- Cc1ccc(-n2c(O)c(/C=C/C=Nc3ccccc3)c(=O)[nH]c2=O)cc1
    1.23 | 1.43 | -7.7
- CC1=CC(=Cc2sc3ccccc3[n+]2C)C=C(C)O1
    . | . | -455.6
- c1ccc(C2=NP(N3CCOCC3)(N3CCOCC3)=NC(N3CCOCC3)=N2)cc1
    0.19 | -1.32 | 28.6
- ON1C2CCCCC2N(O)C1c1ccccc1F (centres undefined)
    0.88 | 1.68 | -5.1
- COC1=CCC2([N+](=O)[O-])CN(C)CC1([N+](=O)[O-])C2 (centres undefined)
    -0.31 | -1.04 | .
- Nc1c(C(=O)OCC2CCCO2)c2nc3ccccc3nc2n1Cc1cccs1 (centres undefined)
    -0.37 | 0.15 | 27.6
- CCN1CCN(Cc2cc(Br)ccc2O)CC1
    0.87 | 0.96 | 37.5
- CC(=NCc1ccco1)c1c(O)n(-c2ccccc2)c(=O)[nH]c1=O
    -0.11 | -0.91 | 40.5
- Fc1ccccc1CCNCc1cccc2ccccc12
    -0.02 | -0.2 | -80.6
- N=C1c2ccccc2CN1NC(=O)c1ccc(Br)cc1
    -1 | -2.26 | 7.7
- CCN(CC)CCNCc1nc2ccccc2c(=O)n1-c1ccc(F)cc1
    1.11 | 1.03 | -46.1
- C1=C(CCNCc2ccccc2)CCCC1
    0.63 | 0.44 | -10.7
- CC(=O)NNC(=O)CN1C(=O)CN=C(c2ccccc2)c2cc(Br)ccc21
    . | . | -20.0

5 structures already listed, sorted by SMILES length, descending.
Each structure is followed by: SDO1 yeast rescue | SDO1 yeast rescue Rescue 24 h | Insulin prom inh
- CC(=O)NNC(=O)CN1C(=O)CN=C(c2ccccc2)c2cc(Br)ccc21
    . | . | -20.0
- COc1cccc(N2CCN(Cc3cccc(Cl)c3)CC2)c1
    0.22 | -0.29 | .
- N=C1c2ccccc2CN1NC(=O)c1ccc(Br)cc1
    -1 | -2.26 | 7.7
- Fc1ccccc1CCNCc1cccc2ccccc12
    -0.02 | -0.2 | -80.6
- C1=C(CCNCc2ccccc2)CCCC1
    0.63 | 0.44 | -10.7

Going on with the list.
Each structure is followed by: SDO1 yeast rescue | SDO1 yeast rescue Rescue 24 h | Insulin prom inh
- Cc1ccc(C)c(OCC(=O)N2CCN(Cc3ccc4c(c3)OCO4)CC2)c1
    . | . | 3.7
- CCc1cccc(C)c1NC(=S)N1CC2CC(C1)c1cccc(=O)n1C2 (centres undefined)
    1.72 | 2.16 | .
- COc1ccc(CCn2c(O)c(C=NCc3ccc4c(c3)OCO4)c(=O)[nH]c2=O)cc1OC
    0.62 | 0.43 | -12.1
- COc1ccc(Cn2c(O)c(/C=N/NC(=O)c3ccccc3O)c(=O)[nH]c2=O)cc1
    0.79 | 0.49 | -12.5
- Nc1ccc(N=Nc2ccccc2)cc1
    . | . | 44.4
- COc1cc2c(cc1OC)CN(c1ccc([N+](=O)[O-])c(C(F)(F)F)c1)CC2
    -0.7 | -0.4 | 14.8
- COc1ccccc1N1C(=O)NC(=O)C(CCc2ccncc2)(CCc2ccncc2)C1=O
    0.51 | -0.27 | 42.9
- CCCCn1c(O)c(C(C)=NCc2cc(OC)cc(OC)c2)c(=O)[nH]c1=O
    0.01 | 0.52 | 10.7
- COc1ccccc1N1CCN(Cc2c(F)cccc2F)CC1
    0.14 | -0.43 | -40.3
- CCCOC(=O)COc1cc(C)cc2oc(=O)c3c(c12)CCC3
    -1.02 | -0.1 | 50.0
- CC(C)CC(=O)NC(Oc1ccc(Cl)cc1)C(Cl)(Cl)Cl (centres undefined)
    -1.12 | -0.62 | -77.4
- NNC(=O)c1ccc(Cl)cc1
    0.78 | 0.3 | -29.4
- NC(=O)CSP(=O)(c1ccccc1)c1ccccc1
    -0.01 | -0.8 | -21.6
- CN1CCN(CCOC2c3ccccc3CSc3ccc(Cl)cc32)CC1 (centres undefined)
    -0.84 | -0.79 | -63.6
- CC12CCC(=O)C=C1CCC1C2CCC2(C)C(O)CCC12 (centres undefined)
    -0.59 | -0.26 | .
- CSc1ncc(/C=C2/C(=O)NC(=O)N(C)C2=O)cn1
    1.11 | 0.66 | .
- CC(C)C(=O)Nc1ccc(S(=O)(=O)N2CC3CC(C2)c2cccc(=O)n2C3)cc1 (centres undefined)
    . | . | -77.8
- COc1ccccc1-n1c(-c2ccoc2)nc2ccccc2c1=O
    -0.36 | 0.49 | .
- O=CC(Cl)P(=O)(N1CCCCC1)N1CCCCC1 (centres undefined)
    0.15 | 0.25 | 10.3

Assay outcomes deposited in PubChem BioAssay by several laboratories.
